# Screening data from PubChem.
# sEH inh: blocks human soluble epoxide hydrolase activity; P34913; AID 707; 91,000 compounds, 0.34% hits; inhibition, % at 2 µM; recombinant human sEH enzymatic activity assay; in the data active = inhibition above about 80%; also: values of inactives mirror those of a sister screen read the other way; many of its hits are not listed in these tables
# Candida biofilm: kills Candida albicans biofilms | C. albicans biofilm + clotrimazole, Alamar Blue | inhibition, % at 6 µM | 85,000 compounds, 0.14% hits;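 active = inhibition above 20%; inactive = inhibition below 20%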;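 also: preformed 24 hr biofilms exposed to compound for 48 hr; 0% = biofilm without compound and 100% = blank killed by clotrimazole plus chlorhexidine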
# Smad3 FoxH1 inh: Smad3 (human) transcription factor binding inhibition | TR-FRET Smad3/Dy647-FoxH1 peptide binding, europium anti-His | inhibition, % at 25 µM | 88,000 compounds, 0.29% hits;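 active = compounds that reduce the energy-transfer binding signal between the protein and its labelled peptide by more than half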;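 also: 0% = Smad3 plus labelled peptide maximal FRET and 100% = peptide-only background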
# Target sequence (P84022 whole entry, looked up): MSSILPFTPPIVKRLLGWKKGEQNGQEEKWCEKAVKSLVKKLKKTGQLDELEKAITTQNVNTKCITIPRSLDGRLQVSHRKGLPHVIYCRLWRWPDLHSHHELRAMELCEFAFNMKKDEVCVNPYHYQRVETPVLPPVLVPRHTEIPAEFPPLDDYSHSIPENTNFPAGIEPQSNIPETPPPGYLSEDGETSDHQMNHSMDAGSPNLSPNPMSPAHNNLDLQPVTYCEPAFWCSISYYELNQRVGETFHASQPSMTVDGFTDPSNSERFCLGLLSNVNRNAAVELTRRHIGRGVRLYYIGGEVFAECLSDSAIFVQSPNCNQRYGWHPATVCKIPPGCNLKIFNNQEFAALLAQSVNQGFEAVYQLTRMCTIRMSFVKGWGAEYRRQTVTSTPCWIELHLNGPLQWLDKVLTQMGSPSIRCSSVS
# ERb coact inh: blocks coactivator binding to human estrogen receptor beta. TR-FRET ER-beta LBD / SRC1-Cy5 peptide binding; receptor agonist-loaded with 1 µM estradiol. AID 633. inhibition, % at 25.6 µM. 86,000 compounds, 1.3% hits. Q92731;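 active = compounds whose percent inhibition of the receptor-coactivator binding signal exceeds about 50% in the single-dose screen, limit read from the data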;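 also: 0% = receptor plus peptide wells without compound and 100% = peptide-only wells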
# Target sequence (Q92731 whole entry, looked up, the tested form may be a part): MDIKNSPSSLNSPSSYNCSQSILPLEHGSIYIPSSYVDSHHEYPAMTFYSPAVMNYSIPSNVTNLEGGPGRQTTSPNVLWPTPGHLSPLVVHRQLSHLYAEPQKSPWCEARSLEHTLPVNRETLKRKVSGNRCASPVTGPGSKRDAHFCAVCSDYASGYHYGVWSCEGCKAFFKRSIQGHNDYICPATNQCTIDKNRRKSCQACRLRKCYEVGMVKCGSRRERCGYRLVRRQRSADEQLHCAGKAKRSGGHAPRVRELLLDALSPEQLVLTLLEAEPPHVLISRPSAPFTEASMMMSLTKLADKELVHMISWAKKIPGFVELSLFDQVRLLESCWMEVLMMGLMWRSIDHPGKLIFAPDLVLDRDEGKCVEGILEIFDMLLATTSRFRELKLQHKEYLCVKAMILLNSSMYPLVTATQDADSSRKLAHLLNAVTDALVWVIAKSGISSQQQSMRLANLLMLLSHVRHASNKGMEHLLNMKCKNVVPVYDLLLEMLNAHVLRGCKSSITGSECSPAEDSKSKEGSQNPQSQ
# HUVEC tox IL1B: HUVEC cytotoxicity counter-screen, IL-1B stimulated | AID 845 | HUVEC cell count loss, Hoechst imaging | cell count reduction, % at 2 µM | 94,000 compounds, 0.41% hits;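 active = cell count reduction more than 3 SD above the screen-wide mean, cut at about 70% in these data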;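 also: normalized per plate to untreated control cells as the no-loss baseline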
# VCAM1 TNFa inh: reduces TNF alpha induced VCAM1 expression in HUVEC. HUVEC TNFa-induced VCAM-1 immunofluorescence, high-content imaging. inhibition, % at 2 µM. 95,000 compounds, 0.48% hits. AID 802;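 active = inhibition above the batch mean plus 3 SD, with images confirmed as a hit by eye, cut at about 37% in these data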;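 also: 0% = TNF-stimulated DMSO wells and 100% = unstimulated control wells; not every result past the cut was called active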
# HUVEC tox TNFa: HUVEC cytotoxicity counter-screen, TNF alpha stimulated; HUVEC TNFalpha-stimulated, Hoechst cell count, imaging; cell count reduction, % at 2 µM; 93,000 compounds, 0.17% hits;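 active = cell count reduction exceeding the screen mean by over 5 SD, scaled to untreated wells per plate, cut at about 78% in these data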;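 also: cells counted after 24 h of TNF alpha exposure following the 1 h pretreatment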
# sEH act: soluble epoxide hydrolase (human) activation | P34913 | purified human sEH enzymatic activity, activator screen | activation, % at 2 µM | 91,000 compounds, 0.04% hits | AID 717; in the data active = activation above about 37%; also: values of inactives mirror those of a sister screen read the other way
# F-actin modifier: modifiers of cytoskeleton assembly | HUVEC TNFa F-actin phalloidin imaging, high content | inhibition, % at 2 µM | 91,000 compounds, 0.18% hits;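 active = inhibition above the batch mean plus 3 SD and confirmed as a hit by visual image inspection, cut at about 30% in these data, passing the limit was not always enough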; also: strong numbers were not always called active
# Numbers without * were called inactive; . = no result given; [ ] = remark or other dose. This is a subset, so the mix of outcomes need not match the whole.
SMILES,sEH inh,Candida biofilm,Smad3 FoxH1 inh,ERb coact inh,HUVEC tox IL1B,VCAM1 TNFa inh,HUVEC tox TNFa,sEH act,F-actin modifier
O=C1C2C3C=CC(C3)C2C(=O)N1c1n[nH]c(CCc2ccccc2)n1 (stereo unspecified),-1,8,-4,-22[fluorescence artefact?],-52,7,-6,3,-1
CCC(C)NC(=O)c1cc(-c2ccccc2O)on1 (stereo unspecified),2,3,-7,-3,-25,0,-11,0,-2
O=C(CCC(=O)c1cccs1)OCc1nnc(-c2ccccc2)o1,4,-1,0,-7,-68,9,-41,0,20
c1ccc(-c2csc(Nc3nc(N4CCOCC4)nc(N4CCOCC4)n3)n2)cc1,-4,.,.,.,-8,-12,-11,4,-29
COc1ccc(NC2=NCCC2)cc1,10,.,.,.,-30,14,-8,-7,-5
Cc1ccc(NC(=O)C2C3CC4OC(=O)C2C4C3)cc1Cl (stereo unspecified),-4,9,1[fluorescence artefact?],1[fluorescence artefact?],5,-8,-7,3,8
CCC(=O)c1ccc(N2CCCC2)c(F)c1,-39,9,15,-15,-3,-16,-12,39*,4
Cc1ccc(-c2cc(C)nc3ncnn23)cc1,1,11,5,-7,-12,21,-10,-4,4
O=C(NCc1cccnc1)C1CCCN(S(=O)(=O)c2ccccc2)C1 (stereo unspecified),-5,5,5,-14[fluorescence artefact?],-14,-12,-25,4,-5
N#CC1=C(N)C(C#N)(C#N)[C@H](c2ccoc2)[C@H]2CN(Cc3ccccc3)CC=C12,-6,8,-1,14[fluorescence artefact?],1,-19,-29,8,-2
COc1ccc(NS(=O)(=O)c2cccc(-c3nnc(-c4ccccc4)o3)c2)cc1,4,0,0,0,-38,0,-30,-2,5
Cn1cc(S(=O)(=O)CC(=O)N2CCc3ccccc32)c2ccccc21,3,3,3,-5,-9,14,-14,-4,-9
Cc1sc2ncnc(NCC3(N4CCOCC4)CCCCC3)c2c1C,-2,1,3,6,21,-18,-13,5,4
CC(NC(=O)OC1CCCCC1)N1C(=O)C2C3C=CC(C3)C2C1=O (stereo unspecified),-12,3,2,-2,29,-4,-8,10,23
O=C(c1cccs1)N(Cc1ccco1)c1nc(-c2ccc(F)cc2)cs1,6,4,4[fluorescence artefact?],-2[fluorescence artefact?],4,-5,19,-2,-13
O=C(O)COc1ccc(Br)cc1/C=N/O,7,7,4,8,-1,0,-12,-7,-1
CN(Cc1ccccc1)c1oc(-c2ccco2)nc1C#N,7,-3,3,-1[fluorescence artefact?],-8,-42,-16,-6,-8
Cc1ccc(/C=C/C(=O)Nc2ccc([N+](=O)[O-])cc2)o1,-11,.,.,.,-81,-36,-43,9,4
O=C(Oc1ccccc1-c1nnco1)c1ccccc1,-4,2,-2,2,-17,8,-14,5,-20
Cc1cc(C)cc(C(=O)NCCn2cc(SCC(=O)N3CCOCC3)c3ccccc32)c1,12,6,2,0,-36,17,19,-11,-3

# Ordered by molar mass (rising): 6 of the compounds above
SMILES,sEH inh,Candida biofilm,Smad3 FoxH1 inh,ERb coact inh,HUVEC tox IL1B,VCAM1 TNFa inh,HUVEC tox TNFa,sEH act,F-actin modifier
COc1ccc(NC2=NCCC2)cc1,10,.,.,.,-30,14,-8,-7,-5
CCC(=O)c1ccc(N2CCCC2)c(F)c1,-39,9,15,-15,-3,-16,-12,39*,4
Cc1ccc(-c2cc(C)nc3ncnn23)cc1,1,11,5,-7,-12,21,-10,-4,4
Cc1ccc(/C=C/C(=O)Nc2ccc([N+](=O)[O-])cc2)o1,-11,.,.,.,-81,-36,-43,9,4
O=C(NCc1cccnc1)C1CCCN(S(=O)(=O)c2ccccc2)C1 (stereo unspecified),-5,5,5,-14[fluorescence artefact?],-14,-12,-25,4,-5
Cc1sc2ncnc(NCC3(N4CCOCC4)CCCCC3)c2c1C,-2,1,3,6,21,-18,-13,5,4

# New compounds follow:
SMILES,sEH inh,Candida biofilm,Smad3 FoxH1 inh,ERb coact inh,HUVEC tox IL1B,VCAM1 TNFa inh,HUVEC tox TNFa,sEH act,F-actin modifier
Cn1c(=O)oc2cc(S(=O)(=O)Nc3cccc(C(=O)O)c3)ccc21,-5,1,2,12[fluorescence artefact?],-2,1,24,8,-8
CC(C)c1nnc(SCc2ccc(CSc3nnc(C(C)C)n3N)cc2)n1N,4,-2,-5,18,-5,-3,-17,-5,1
Cn1nc(-c2ccc(Cl)cc2)c2cc(C(=O)NCC3CCCO3)sc21 (stereo unspecified),-3,-4,11,-11,0,-2,-19,4,13
Cc1cccc(NC(=O)CCN2C(=O)c3ccccc3C2=O)n1,-22,7,10,0,-11,-12,0,20,-33
CCCCSCCCNC(=O)CS(=O)Cc1nc(-c2cccc(C)c2)oc1C (stereo unspecified),13,5,4,-14,-19,20,7,-10,-17
COc1ccc(C2(CNC(=O)CCC(=O)O)CCCC2)cc1,-9,-2,-2,-9,-4,1,-13,7,-1
COc1ccc(NC(=O)CCS(=O)(=O)c2ccc3c(c2)CCCN3C(C)=O)cc1,1,.,4,-5,-38,-35,-73,-2,28
O=C1CC(N2CCOCC2)C(=O)N1CCN1C(=O)CC(N2CCOCC2)C1=O (stereo unspecified),14,5,6,-8[fluorescence artefact?],9,-6,-18,-15,4
Cc1c(CN2CCCCC2C)c(=O)n(-c2ccccc2)n1C (stereo unspecified),-7,-3,10,-4[fluorescence artefact?],-96,-6,-19,9,5
O=C(NCC1CCCO1)c1onc(CSc2ccc(F)c(F)c2)c1C(=O)O (stereo unspecified),-5,.,.,.,8,3,-25,12,19
COc1ccc(C(=O)Cn2nnc(-c3ccccc3NC(=O)c3ccco3)n2)cc1,.,3,3,-6,-8,4,-25,.,0
Cc1nn(C)cc1/C=C1\SC(=S)NC1=O,-8,.,.,.,18,6,-8,10,10
Cc1[nH]nc2c1C(c1ccccc1)C1=C(CC(C)(C)CC1=O)N2 (stereo unspecified),.,8,16,-2,-5,-23,1,.,-26
Cc1nc(/N=C(\N)Nc2ccccc2)nc2ccccc12,-4,0,6,0,10,13,-13,3,-46
COC(=O)C1=CN(C(C)C)C=C(C(=O)OC)C1c1cccc(OC)c1,-8,-2,1,2[fluorescence artefact?],-7,-11,-45,8,17
COc1ccc(C(=O)CSc2nnc(CNC(=O)c3ccc(OC)c(OC)c3)n2C)cc1,-5,8,14,19,1,3,-27,8,2
COc1ccc(N2C(=O)C3CCCN3C2c2cccc(OC)c2OC)cc1 (stereo unspecified),9,-3,-13,0,-9,8,-18,-10,-8
O=C(Nc1c(F)cc(F)cc1Br)c1cccnc1,8,7,-3,-9,6,-6,0,-4,17
Clc1ccc(OCc2nn3c(C4CCCCC4)nnc3s2)cc1,-1,9,-6,-1,-9,0,-27,0,17
COc1cc(S(=O)(=O)N2CCC(O)(c3cccc(C(F)(F)F)c3)CC2)ccc1-n1cnnn1,9,6,14,6[fluorescence artefact?],11,-22,-20,-8,2

# Molecules shown so far that contain an aryl thioether with sulfur outside any ring:
SMILES,sEH inh,Candida biofilm,Smad3 FoxH1 inh,ERb coact inh,HUVEC tox IL1B,VCAM1 TNFa inh,HUVEC tox TNFa,sEH act,F-actin modifier
Cc1cc(C)cc(C(=O)NCCn2cc(SCC(=O)N3CCOCC3)c3ccccc32)c1,12,6,2,0,-36,17,19,-11,-3
CC(C)c1nnc(SCc2ccc(CSc3nnc(C(C)C)n3N)cc2)n1N,4,-2,-5,18,-5,-3,-17,-5,1
O=C(NCC1CCCO1)c1onc(CSc2ccc(F)c(F)c2)c1C(=O)O (stereo unspecified),-5,.,.,.,8,3,-25,12,19
COc1ccc(C(=O)CSc2nnc(CNC(=O)c3ccc(OC)c(OC)c3)n2C)cc1,-5,8,14,19,1,3,-27,8,2

# (continued)
SMILES,sEH inh,Candida biofilm,Smad3 FoxH1 inh,ERb coact inh,HUVEC tox IL1B,VCAM1 TNFa inh,HUVEC tox TNFa,sEH act,F-actin modifier
CCC(C)NC(=O)c1ccccc1C(=O)NC(C)CC (stereo unspecified),-26,6,-23,0,-68,-5,-6,19,-14
CCNc1sc(C(=O)c2cccs2)c(N)c1-c1nc2ccccc2s1,-3,8,6,20,-5,-10,-6,6,-5
COc1ccc(Cc2nnc(SCC(=O)Nc3ncc(C)s3)o2)cc1,-3,-3,12,-1,-14,1,-6,1,-12
COc1ccc(Oc2coc3cc(OC(=O)c4cncc(Br)c4)ccc3c2=O)cc1,-9,.,.,.,17,3,7,11,-6
COC(=O)c1c(NC(=O)CCCC(=O)O)sc2c1CCC2,5,6,6,-2,-19,-1,-19,-3,8
O=S1(=O)C=C(Sc2nc3cc(Cl)ccc3o2)c2ccccc21,-16,.,.,.,24,24,15,15,27
COc1ccc(-c2cn3ccc4ccccc4c3n2)cc1,-1,8,-5,-4,-24,21,-20,1,11
CCOc1ccc(-n2cc(C(=O)Nc3cccc(Cl)c3)c3cc(OC)c(OC)cc3c2=O)cc1,-9,1,12,-5,-5,14,-6,4,.
CC1CN(C(=O)CSc2nc(-c3ccccc3)cs2)CC(C)O1 (stereo unspecified),-1,-1,4,4,-23,-2,-21,2,23
Cc1ccc(Oc2ccc(OCC(=O)NC(C)C(=O)O)cc2)cc1 (stereo unspecified),1,-3,-3,16,-6,14,-37,0,-3
COc1ccc(Cl)cc1S(=O)(=O)N1CCN(CC(=O)C(C)(C)C)CC1,3,9,9,-6,-3,9,-20,-4,7
C=CCn1c(SCC(=O)c2cccs2)nc2sc(C)c(C)c2c1=O,6,4,-1,24,14,10,-1,-3,-9
COc1cc(C(=O)Nc2ccc(-c3nc4cc(C)ccc4o3)c(O)c2)cc(OC)c1OC,-23,3,10,16,-14,2,-5,21,2
CCOc1cc(CNCc2cccs2)cc(Br)c1OCC,-9,.,.,.,.,13,-12,9,10
CC(NC(=O)C(NC(=O)C1CCCN1C(=O)OC(C)(C)C)C(C)C)C(N)=O (stereo unspecified),6,1,-2,-8,28,-5,2,-1,0
Cc1cc(O)c(-c2cc(C(=O)Nc3ccc(S(=O)(=O)N4CCOCC4)cc3)[nH]n2)cc1C,-7,7,1,24,20,-8,-22,6,4
CC(=O)Oc1ccc(C(=O)Nn2cnnc2)cc1,9,6,-2,-15,-9,5,-17,-8,-3
Cc1cc(C(F)(F)F)nn1Cc1ccc(C(=O)NCc2ccco2)o1,-10,3,11,-2,31,1,-18,14,4
O=c1c2ccccc2c(-c2ccccc2)nn1Cc1ccc(Cl)cc1,0,.,.,.,-10,13,-27,6,4
Cc1ccc(-n2ncc3c(N4CCN(c5ccccc5)CC4)ncnc32)c(C)c1,8,1,-6,14,6,96*,.,-6,5
O=C1c2ccccc2C(=O)C12OC(c1ccccc1)C1(C(=O)c3ccccc3C1=O)C2c1ccc([N+](=O)[O-])cc1 (stereo unspecified),5,-4,-24,0[fluorescence artefact?],-39,-4,-27,-5,2
CCOC(=O)N1CCC(NC(=O)CCC(=O)N2CCOc3ccc(C)cc32)CC1,.,-4,-3,4,-4,10,-37,.,26

# Grouped by structure, those above containing an NH in an aromatic ring
SMILES,sEH inh,Candida biofilm,Smad3 FoxH1 inh,ERb coact inh,HUVEC tox IL1B,VCAM1 TNFa inh,HUVEC tox TNFa,sEH act,F-actin modifier
O=C1C2C3C=CC(C3)C2C(=O)N1c1n[nH]c(CCc2ccccc2)n1 (stereo unspecified),-1,8,-4,-22[fluorescence artefact?],-52,7,-6,3,-1
Cc1[nH]nc2c1C(c1ccccc1)C1=C(CC(C)(C)CC1=O)N2 (stereo unspecified),.,8,16,-2,-5,-23,1,.,-26
Cc1cc(O)c(-c2cc(C(=O)Nc3ccc(S(=O)(=O)N4CCOCC4)cc3)[nH]n2)cc1C,-7,7,1,24,20,-8,-22,6,4
